# Assay outcomes (PubChem BioAssay)
# KCNH2 3.1 inh = qHTS for Inhibitors of KCHN2 3.1: Mutant qHTS; AID 720553, 2013; U2OS KCNH2 3.1, thallium flux FluxOr; stronger effect = lower value; activity change, % (tested at about 1.8 µM); 0.95% of 340,000 active; Potassium voltage-gated channel subfamily H member 2, brain isoform KCNH2 3.1 (human);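 active = maximum activity change below -70%; inconclusive = maximum activity change from -70% to -50%; inactive = maximum activity change above -50%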;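 note: thallium influx rate constant from kinetic fluorescence after stimulation buffer; % is set by controls: 0 for no effect and ±100 for the full control effect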
#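 Channel expression came from 3.1 mutant virus (1.77 x 10^8 /mL) applied to suspended U2OS cells for 4 h. Flux was tracked with FluxOr dye plus Red40 quencher, and kinetic rate constants normalized to controls.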
# a7 integrin act = qHTS for Activators of Integrin-Mediated Alleviation for Muscular Dystrophy; AID 624291, 2012; Potency, µM (series often up to 38.3 µM), without a hit: top-dose activation, usual class: activators; alpha7betagal myoblasts, beta-gal FDG fluorescence, 48 h; 0.064% of 350,000 active;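 note: potency is the fitted concentration of half-maximal effect; 100% = response of the positive control SU9516; nearly all actives have a fitted effect of over 60% in size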
#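 Alpha7betagal+/- myoblasts (passage 13) were plated 16-24 hr, then exposed to compounds (1:260 dilution of DMSO stock) for 48 hours at 37C. After MPER lysis, β-galactosidase reporter activity was read as FDG fluorescence (ex 480/em 540) after 30 minutes.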
# GALK inhibitor = qHTS Assay for Inhibitors of Human Galactokinase (GALK). 0.007% of 270,000 active. Purified GALK, Kinase-Glo residual ATP luminescence. Potency, µM (top dose mostly 57.5 µM), for the others: top-dose activity change, negative = inhibition, most hits filed as inhibitors. AID 1868, 2009. P51570; note: potency is the fitted concentration of half-maximal effect; % is set by controls: 0 for no effect and ±100 for the full control effect
# Target sequence (P51570 whole entry, looked up): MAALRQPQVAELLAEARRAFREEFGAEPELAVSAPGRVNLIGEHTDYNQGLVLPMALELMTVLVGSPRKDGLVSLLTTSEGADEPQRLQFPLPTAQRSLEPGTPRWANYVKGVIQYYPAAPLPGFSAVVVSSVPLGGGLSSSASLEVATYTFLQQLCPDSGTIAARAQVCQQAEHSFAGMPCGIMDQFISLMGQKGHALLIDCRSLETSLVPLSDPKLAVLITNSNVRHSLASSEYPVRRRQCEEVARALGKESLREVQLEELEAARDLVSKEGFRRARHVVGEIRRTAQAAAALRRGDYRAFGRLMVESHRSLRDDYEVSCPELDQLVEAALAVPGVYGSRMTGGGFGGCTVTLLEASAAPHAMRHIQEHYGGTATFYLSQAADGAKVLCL
#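 Kinase-Glo Plus luminescence measured ATP left after a 1 h room-temperature reaction. The reaction used 5 nM GALK, 100 uM galactose and 35 uM ATP at pH 8.0 (20 mM HEPES, 5 mM MgCl2, 60 mM NaCl, 1 mM DTT, 0.01% BSA).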
# FBPA coupling cs = qHTS Assay for Inhibitors of Fructose-1,6-bisphosphate Aldolase from Giardia Lamblia: Coupling assay counterscreen | coupling enzyme system counterscreen, AmpLite Red fluorescence | activity change, negative = inhibition, % at 58.2 µM, hits read low | 0.67% of 290,000 active | AID 2472, 2010; in the data active = activity change below about -30%; note: % is set by controls: 0 for no effect and ±100 for the full control effect
#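 Counterscreen of the coupled detection system alone, without aldolase: glyceraldehyde-3-phosphate coupling enzymes plus AmpLite Red readout. Compounds at 57.5 uM final, 10 min RT preincubation, 20 min RT reaction, fluorescence 525/598 nm.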
# S-ASM inh = Inhibitors of Secretory Acid Sphingomyelinase (S-ASM): qHTS; placental ASM, HMU-PC fluorogenic substrate, 60 min; AID 504937, 2011; Sphingomyelin phosphodiesterase (Homo sapiens), P17405; Potency, µM (highest dose often 57.5 µM), for inactives: top-dose activity change, negative = inhibition, actives largely listed as inhibitors; 0.006% of 340,000 active; note: potency is the fitted concentration of half-maximal effect
# Target sequence (P17405 47-631 limits assumed): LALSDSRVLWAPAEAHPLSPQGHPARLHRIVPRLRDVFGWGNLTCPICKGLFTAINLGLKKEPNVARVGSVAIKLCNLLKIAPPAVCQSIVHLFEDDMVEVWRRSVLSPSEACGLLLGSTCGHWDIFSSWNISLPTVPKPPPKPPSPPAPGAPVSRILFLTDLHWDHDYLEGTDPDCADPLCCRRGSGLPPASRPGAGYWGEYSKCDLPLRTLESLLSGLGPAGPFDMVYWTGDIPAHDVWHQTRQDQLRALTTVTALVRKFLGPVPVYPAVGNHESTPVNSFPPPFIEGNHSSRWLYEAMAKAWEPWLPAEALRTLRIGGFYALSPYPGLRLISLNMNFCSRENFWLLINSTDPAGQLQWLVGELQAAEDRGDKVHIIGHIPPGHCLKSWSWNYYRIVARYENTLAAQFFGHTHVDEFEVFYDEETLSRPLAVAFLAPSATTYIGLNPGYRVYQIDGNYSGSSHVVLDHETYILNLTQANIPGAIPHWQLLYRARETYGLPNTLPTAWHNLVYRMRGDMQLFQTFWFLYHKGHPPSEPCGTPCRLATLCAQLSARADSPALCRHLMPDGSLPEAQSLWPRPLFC
#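 Fluorescence read-out (Ex 386 nm, Em 447 nm) after stopping the reaction at pH 10. Enzyme: ASM from human placenta; substrate HMU-PC0, 9 uM final; 60 min, 37 °C. Compound preincubation 10 min, ambient temperature.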
# A-T KAP1 phos = qHTS Assay for Identifying a Potential Treatment of Ataxia-Telangiectasia; […] A-T fibroblasts, KAP-1 phosphorylation AlphaLISA; neocarzinostatin DNA damage 30 min before lysis; Potency, µM (highest dose often 57.5 µM), without a hit: top-dose activation, usual class: activators; 0.19% of 320,000 active; note: potency is the fitted concentration of half-maximal effect; % of control where 0% means no effect; nearly all actives have a fitted effect of over 45% in size
#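 ATM-like activity read as KAP-1 phosphorylation via AlphaLISA donor/acceptor antibody pairs after lysis and 6 hr at 25C. Cells were ATM-null patient fibroblasts ([…], hTERT), dosed 60 min, then exposed to the DSB inducer NCS for 30 min.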
# TRPV1 agonist = HTS Assay for Compounds that Act as Agonists of the Vanilloid Receptor 1; TRPV1-expressing cells, Fluo-8 calcium influx, agonist mode; activation, % at 8.33 µM; 0.19% of 320,000 active; AID 540275, 2011; in the data active = activation above about 80%; inconclusive = between about 30% and that limit; note: 0% is about no effect
#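 Cells expressing TRPV1 were dye-loaded with Fluo-8 and read kinetically: 10 s baseline, 3 min after compound (agonist portion), then 2 min after EC20 capsaicin (allosteric enhancer portion). Calcium-bound dye fluorescence at 480/520 nm.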
# CXXC DNA block = qHTS Fluorescence Polarization Assay for Inhibitors of MLL CXXC domain - DNA interaction; Histone-lysine N-methyltransferase 2A (Homo sapiens), Q03164; MLL-CXXC / FITC-HOXA9 DNA fluorescence polarization; Potency, µM (top dose mostly 115 µM), inactives show at the top dose activity change, negative = inhibition, hits mostly inhibitors; 0.037% of 290,000 active; AID 2662, 2010; active = well fitted inhibition curve with a large enough effect in the polarisation, with a control signal flat, not every such curve was filed as active; inconclusive = small, poorly fitted or top-dose-only effect, or effect the other way, or a change in a side signal; inactive = no such curve, though single readings can be large or run the other way; the % refers to the polarisation; note: potency is the fitted concentration of half-maximal effect
#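 Purified MLL-CXXC (added from a 7 uM solution) was preincubated 5 min at ambient with pinned compounds in 50 mM Tris-HCl pH 7.5, 50 mM NaCl, 1 mM DTT, 0.05% BSA. Fluorescein-labeled HOX-A9 DNA (50 nM solution) followed, 30 min, then polarization read.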
# MBNL1 CUG block = qHTS Assay for Inhibitors of MBNL1-poly(CUG) RNA binding; TR-FRET MBNL1-His/biotin-(CUG)12 binding, 665/545 ratio; AID 2675, 2010; Muscleblind-like protein 1 (Homo sapiens), Q9NR56; Potency, µM (top dose mostly 57.5 µM), for inactives: at the highest dose activity change, negative = inhibition, actives largely listed as inhibitors; 0.036% of 280,000 active; active = well fitted inhibition curve with a large enough effect in the signal ratio, with a control signal flat, not every such curve was filed as active; inconclusive = small, poorly fitted or top-dose-only effect, or effect the other way, or a change in a side signal; inactive = no such curve, though single readings can be large or run the other way; the % refers to the signal ratio; note: potency is the fitted concentration of half-maximal effect; % is set by controls: 0 for no effect and ±100 for the full control effect
#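 TR-FRET readout: Ex 340 nm, 665/545 nm emission ratio, normalized to buffer-only (basal) and MBNL1-(CUG)12 controls. Complex of MBNL1-His with Biotin-(CUG)12, compounds 92 nM–58 uM, incubated 60 min at room temperature.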
# hERG WT inh = qHTS for Inhibitors of KCHN2 3.1: Wildtype qHTS; activity change, % at 1.84 µM; Voltage-gated inwardly rectifying potassium channel KCNH2 (Homo sapiens), Q12809; U2OS, BacMam KCNH2, thallium flux FluxOr; stronger effect = lower value; 0.37% of 340,000 active;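 active = maximum activity change below -70%; inconclusive = maximum activity change between -70% and -50%; inactive = maximum activity change above -50%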; note: % is set by controls: 0 for no effect and ±100 for the full control effect
#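 U2OS cells transduced with wild-type KCNH2 virus are loaded with FluxOr dye for 45 min, and thallium flux is measured in kinetic reads before and after stimulation buffer. Rate constants are normalized to DMSO controls.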
# Active calls of the source: *; i = inactive; ? = inconclusive; / = no result given; [ ] = remark or other dose. Unless noted, calls come from the whole dose curve; as a rule, active = well fitted curve in the direction sought with a large enough effect; inconclusive = small, poorly fitted or top-dose-only effect, or another doubt; inactive = no such curve, though single readings can be large; an effect the other way counts as inactive or inconclusive.
# Below each SMILES: KCNH2 3.1 inh, a7 integrin act, GALK inhibitor, FBPA coupling cs, S-ASM inh, A-T KAP1 phos, TRPV1 agonist, CXXC DNA block, MBNL1 CUG block, hERG WT inh
1: COCCNC(=O)c1cnn2c(C(F)(F)F)cc(-c3ccc4c(c3)OCO4)nc12
    5, 2%, 0%, 5, 57%[activator], -7%, 18, 0%, -1%, 0
2: Cc1cc(Oc2ccc(N)cn2)cc(C)c1Cl
    6, 24%, -1%, -4, 2%, 4%, 1, -1%, /, -6
3: CCCc1cc(=O)oc2cc(OCC(=O)NCCc3c[nH]c4ccccc34)ccc12
    -1, -35%, /, -5, 1%, -2%, 1, 47%[activator], -6%, 5
4: COc1ccc(C2CC(=O)c3cnc(N)nc3C2)c(OC)c1 (stereo not drawn)
    2, 8%, 1%, 1, 4%, 6%, -2, 6%, -6%, -5
5: O=C(Nc1ccc(S(=O)(=O)N2CCOCC2)cc1)c1cc(S(=O)(=O)N2CCOCC2)ccc1Cl
    -6, -42%, -4%, /, -1%, -2%, 28, 14%, 3%, -1
6: COc1ccc(C2/C=C\CN(S(=O)(=O)/C=C/c3ccccc3)[C@H](Cc3ccccc3)C(=O)N2Cc2ccc(F)cc2)cc1 (stereo partly drawn)
    -7, -19%, -3%, 1, 0%, -29%, 1, 8%, 3%, -10
7: NS(=O)(=O)c1ccc(NC(=O)CN2CCCc3ccccc32)cc1
    0, -8%, 4%, -4, -1%, 2%, 1, 5%, 8%, 5
8: CN1N=C(c2ccc(Cl)cc2)CC(c2ccc(Cl)cc2)C1=O (stereo not drawn)
    -17, 7%, -1%, 7, -7%, 8%, -6, 2%, -8%, i
9: CCc1ccc(C(=O)Nc2cc3c(cc2Cl)OCCCO3)cc1
    -9, 18%, 0%, 1, -1%, 3%, /, 0%, -3%, 1
10: OCC1OC(O)CC(O)C1O (stereo not drawn)
    9, -11%, /, /, -1%, /, /, /, /, 28
11: COc1ccc(/C=N/Nc2nnc(Cc3ccc(OC)c(OC)c3)c(=O)[nH]2)cc1OC
    -5, 1%, 1%, 0, 0%, 14%, 3, 26%, /, 3
12: O=C(c1ccc(Cl)cc1)c1ccc(CN2C(=O)c3ccccc3C2=O)o1
    -45, 9%, 0%, 1, -12%, -1%, 2, 14%, 5%, -5
13: O=S1(=O)CC(NCc2ccccc2)C(Nc2ccc(Cl)cc2)C1 (stereo not drawn)
    1, -8%, 2%, 4, -2%, -2%, 15, -9%, 3%, 8
14: CCNC(=O)CCS(=O)(=O)c1ccc2ccccc2c1
    2, -2%, 1%, 6, 1%, /, -2, -1%, 6%, -3
15: COc1cc([C@@H]2c3cc4c(cc3[C@@H](O)[C@H]3COC(=O)[C@H]23)OCO4)cc(OC)c1O[Si](C)(C)C(C)(C)C
    -4, -7%, 3%, -3, -15%, ?, 6, -5%, 6%, -11
16: CC1CCCCC12NC(=O)N(CC(=O)Nc1ccc3[nH]c(=O)[nH]c3c1)C2=O (stereo not drawn)
    2, -13%, /, /, -1%, 14%, 0, /, /, -4
17: C=Cc1ccc(Cn2c(=O)n(CCCOC)c(=O)c3sccc32)cc1
    6, 0%, 5%, 2, -2%, -8%, -4, -3%, 2%, 6
18: Cc1cc(=O)oc2cc3c(cc12)OCCO3
    -2, -24%, 1%, 3, 30%[activator], 2%, 2, 2%, 8%, -5
19: Cc1nnc(NC(=O)c2cc(S(=O)(=O)N3CCCCC3)ccc2Cl)s1
    /, ?, -4%, /, 4%, -3%, -3, 12%, 0%, 13
20: COc1ccc(C(=O)C[n+]2cccc3cc(OC)ccc32)cc1
    -8, -14%, 1%, -3, 68%[activator], -12%, -1, 11%, ?, -1
21: CCSc1nnc(NC(=O)c2ccco2)s1
    1, 0%, 2%, -1, 10%, -4%, 0, 6%, -3%, -1
22: O=C(NCN1CCN(CCO)CC1)c1cnccn1
    -7, -21%, 1%, 2, 4%, 2%, 2, -8%, -2%, -32
23: COc1ccc(NC(=O)c2cc3n(n2)C(C(F)(F)F)CC(c2ccc4c(c2)OCO4)N3)cc1OC (stereo not drawn)
    -15, -10%, 2%, 3, ?, -7%, -11, 0%, 30%[activator], -14
24: O=C(Nc1nnc(CCN2CCOCC2)s1)C1CCCCC1
    -22, 23%, -1%, 3, -1%, 7%, 2, -2%, -3%, -2
25: CCCC(=O)Nc1nc(C)c(-c2csc(Nc3ccccc3C)n2)s1
    17, 6%, -2%, -6, -8%, -5%, -1, 12%, 32%[activator], -6
26: CCN1c2ccc(S(=O)(=O)N3CCOCC3)cc2N(Cc2ccc(OC)cc2)C1C (stereo not drawn)
    5, -5%, 2%, -2, 2%, -1%, -3, 14%, -7%, 19
27: O=C(COC(=O)Cc1c[nH]c2ccccc12)Nc1cccc2ccccc12
    4, -23%, 1%, -1, -12%, 5%, 7, 5%, /, -3
28: CCC1Oc2ccccc2N(CC(=O)NC2CC2)C1=O (stereo not drawn)
    5, 16%, 0%, -1, -8%, 3%, 3, -17%, -3%, 1
29: CCC(=O)Nc1cccc(C(=O)/C=C/c2ccc(F)cc2)c1
    -36, -58%[inhibitor], -3%, -2, -1%, ?, 16, -4%, -5%, -8
30: COc1ccc(NC2=CC(c3cccc(OC)c3)N(c3ccc(OC)cc3)C2=O)cc1 (stereo not drawn)
    -14, 17%, 3%, -3, -6%, 9%, -3, 99%[activator], 1%, 7
31: COc1cc(OC)cc(C(=O)Nc2ccccc2S(=O)(=O)N2CCCC2OC(C)=O)c1 (stereo not drawn)
    3, -33%, /, -1, -2%, 3%, 5, 0%, -6%, -13
32: Cc1occc1C(=O)Nc1ccc([N+](=O)[O-])cc1Br
    3, 36%, 7%, /, -1%, 14%, -1, 32%, 15%, 2
33: CC(C)CCCN1C(Nc2ccccc2)=NC[C@@H]1C
    -8, 9%, /, 2, 4%, -1%, 2, 2%, -10%, -14
34: CCOc1ccc(C(=O)C(C)OC(=O)CN2C(=O)NC(C)(C)C2=O)cc1 (stereo not drawn)
    6, 4%, /, /, -4%, 6%, 3, /, /, 1
35: Cn1ncc(Cl)c1C(=O)N1CCC(Cc2ccccc2)CC1
    -15, 11%, -7%, /, 0%, 3%, 6, -15%, -2%, -3
36: CC(C)c1ccc(NC(=O)c2cnn(-c3ccccc3)c2NC(=O)c2ccco2)cc1
    4, 4%, 2%, 4, 0%, 9%, 2, 3%, -12%, 11
37: Nc1[nH]c(=O)nc(Nc2ccccc2)c1N=O
    2, -11%, /, /, -1%, /, /, /, /, 2
38: Cc1nn(C)c(C)c1C1C(C#N)=C(N)Oc2n[nH]c(C)c21 (stereo not drawn)
    10, -7%, 1%, 2, 1%, 12%, 4, 4%, -1%, 2
39: CC(C)CN(C(=O)COC(=O)c1ccc(C#N)cc1)C1CCS(=O)(=O)C1 (stereo not drawn)
    18, 14%, /, /, -1%, 1%, -1, /, /, 1
40: COc1ccc(C(=O)Nc2ccccc2C(=O)N/N=C/c2ccc(O)c(OC)c2)cc1
    -8, 11%, 15%, 0, -6%, -5%, ?, 20%, 3%, -5
41: O=C(NCC1CCCO1)c1ccc(/C=N/O)nc1 (stereo not drawn)
    -5, -43%[inhibitor], -1%, 1, 2%, -4%, -2, 6%, 8%, -14
42: CCOC(=O)/C(=N\Nc1ccc(Cl)cc1)c1csc(Nc2ccccc2)n1
    -7, -55%[inhibitor], 0%, 6, -25%, 2%, 0, 25%, 1%, 0
43: COc1ccc(Cc2nnc(NC(=O)Nc3ccc(C)cc3)s2)cc1OC
    -9, 29%, -5%, 0, 3%, 2%, 10, 0%, 2%, -2
44: C/C(=N\O)c1ccc(Cl)cc1Cl
    -10, -10%, /, 0, 3%, 1%, 6, -9%, -7%, 1
45: Cc1cc(C)c(S(=O)(=O)NCc2cccs2)cc1C
    1, 5%, 5%, -3, -1%, 10%, 3, -7%, -6%, 7
46: CC1CC(C)CN(C(=O)CSc2nnc(-c3ccc(Cl)cc3)o2)C1 (stereo not drawn)
    4, -14%, 2%, 8, 2%, 2%, 5, -16%, -3%, 8
47: COc1cccc(Nc2nc3ccccc3n3cnnc23)c1
    1, 25%, 2%, 0, -11%, 7%, /, 6%, -4%, -30
